TR-FRET SRC-2 ct: TR-FRET artefact, counter-screen to PPARgamma/SRC-2 agonist assay. hits give high values. TR-FRET ratio at 8 µM. 200,000 compounds, 0.4% hits. AID 1049; in the data active means TR-FRET ratio above about 2000; further: inactives centre near 1500; reference of the scale not given here
STAT3 inh: STAT3 signaling inhibition; inhibition, % at 5.5 µM; 190,000 compounds, 0.89% hits; U3A cells, IL-6 STAT3-luciferase reporter, luminescence; host cell line lacks STAT1;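 active means inhibition above the mean inhibition across all screened compounds plus 3 SD, cut at about 44% in these data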;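 further: 0% = DMSO only wells and 100% = 100 µM nifuroxazide control wells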
STAT1 blocker: inhibitors of IFN-gamma induced STAT1 signaling. NIH 3T3 STAT1-luciferase reporter, luminescence. inhibition, % at 5.5 µM. 200,000 compounds, 0.35% hits. AID 920;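 active means inhibition above a set limit, the mean inhibition across all tested compounds plus 3 SD, cut at about 34% in these data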;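 further: 0% = IFN-gamma with DMSO and 100% = IFN-gamma with 300 µM nifuroxazide; values of inactives mirror those of a sister screen read the other way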
ROMK mod: modulators of human ROMK potassium channel. P48048. Tet-inducible ROMK, thallium flux fluorescence; actives lie on both sides. B-score at 10 µM. 130,000 compounds, 2% hits. AID 1918;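 active means signal ratio slope over the read window, or its plate-corrected B-score, at least 3 SD from the plate mean, either direction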;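 further: B-score of the F/F0 ratio slope over 7 to 12 s after thallium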
PPARg SRC2 recr: PPARgamma-driven SRC-2 recruitment agonism. P37231. PPARgamma LBD-SRC-2 recruitment, biochemical. activation, % at 8 µM. 200,000 compounds, 0.34% hits; in the data active means activation above about 22%;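 further: 0% = vehicle and 100% = reference agonist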
PPARg SRC-1 ag: agonists of human PPARgamma SRC-1 coactivator recruitment | P37231 | PPARgamma-SRC-1 coactivator recruitment biochemical assay | activation, % at 8 µM | 200,000 compounds, 0.41% hits | AID 631; in the data active means activation above about 19%;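 further: 0% = DMSO and 100% = reference agonist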
TLR4-MyD88 BLA: TLR4-MyD88 interaction inhibition in cells | HeLa CL3-4 TLR4/MyD88 BLA complementation, FRET ratio | 200,000 compounds, 0.18% hits | inhibition, % at 8.4 µM; in the data active means inhibition above about 25%;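 further: 0% = vehicle and 100% = reference inhibitor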
Target sequence (O00206 whole entry, looked up): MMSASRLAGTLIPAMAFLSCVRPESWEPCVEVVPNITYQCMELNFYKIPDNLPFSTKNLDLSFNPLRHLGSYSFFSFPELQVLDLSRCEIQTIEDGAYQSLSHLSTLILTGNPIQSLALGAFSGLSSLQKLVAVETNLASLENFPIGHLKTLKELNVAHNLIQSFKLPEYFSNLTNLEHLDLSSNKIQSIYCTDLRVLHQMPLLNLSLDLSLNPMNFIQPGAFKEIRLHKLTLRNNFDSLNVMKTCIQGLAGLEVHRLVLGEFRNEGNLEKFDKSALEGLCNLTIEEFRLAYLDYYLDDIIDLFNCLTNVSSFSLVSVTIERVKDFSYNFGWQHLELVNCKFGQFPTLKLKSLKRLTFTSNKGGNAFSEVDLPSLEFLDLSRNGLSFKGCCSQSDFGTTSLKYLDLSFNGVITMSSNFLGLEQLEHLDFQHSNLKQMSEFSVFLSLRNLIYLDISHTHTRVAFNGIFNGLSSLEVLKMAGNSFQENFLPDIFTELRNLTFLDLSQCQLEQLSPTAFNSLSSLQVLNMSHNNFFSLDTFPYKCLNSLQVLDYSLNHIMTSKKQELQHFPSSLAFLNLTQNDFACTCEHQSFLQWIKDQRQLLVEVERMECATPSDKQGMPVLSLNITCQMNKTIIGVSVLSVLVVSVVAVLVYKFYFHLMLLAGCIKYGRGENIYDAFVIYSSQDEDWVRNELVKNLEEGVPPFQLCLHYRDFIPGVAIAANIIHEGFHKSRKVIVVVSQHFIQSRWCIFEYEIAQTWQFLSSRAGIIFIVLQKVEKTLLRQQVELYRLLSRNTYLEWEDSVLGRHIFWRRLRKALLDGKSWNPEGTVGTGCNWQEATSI
Target sequence (Q99836 whole entry, looked up): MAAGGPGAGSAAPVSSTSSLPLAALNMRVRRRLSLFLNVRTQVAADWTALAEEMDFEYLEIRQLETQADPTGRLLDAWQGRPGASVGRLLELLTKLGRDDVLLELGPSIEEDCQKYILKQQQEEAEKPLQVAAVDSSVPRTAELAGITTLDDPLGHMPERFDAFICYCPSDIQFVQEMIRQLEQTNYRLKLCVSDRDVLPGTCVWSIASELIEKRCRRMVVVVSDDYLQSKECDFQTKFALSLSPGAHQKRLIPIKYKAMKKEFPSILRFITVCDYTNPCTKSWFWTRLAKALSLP
S1P3 antagonist: S1P3 (human) receptor antagonism. Q99500. CHO S1P3 NFAT-BLA reporter, FRET fluorescence, antagonist mode. inhibition, % at 4.98 µM. AID 485. 170,000 compounds, 0.27% hits;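 active means inhibition above the plate cutoff, the mean inhibition of test wells on that plate plus 3 SD, cut at about 28% in these data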;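 further: cells challenged with S1P at its EC80 of 0.8 µM; blue over green emission ratio from cleaved BLA substrate after 4 h stimulation; 0% = S1P-stimulated wells and 100% = unstimulated DMSO-only wells; some compounds past the cut are filed as inactive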
PPARg SRC-3 ag: agonists of human PPARgamma SRC-3 coactivator recruitment. P37231. biochemical PPARgamma/SRC-3 coactivator recruitment assay. activation, % at 8 µM. 200,000 compounds, 0.26% hits; in the data active means activation above about 23%;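 further: 0% = DMSO and 100% = reference agonist; some compounds past the cut are filed as inactive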
STAT3 activator: activators of IL-6 induced STAT3 signaling | U3A cells, IL-6 STAT3-luciferase reporter, luminescence; 100% = signal with IL-6 EC80 alone | activation (% of control), % at 5.6 µM | 190,000 compounds, 0.91% hits | AID 871;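 active means activation above the screen-wide mean of compound activation plus 3 SD, cut at about 130% in these data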;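 further: 0% = background luminescence of wells with medium and substrate only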
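Material: human U3A cells carrying STAT3-luciferase construct. Measured by: reporter luminescence signal. Timing: compound 1 h, then IL-6 6 h at 37 °C.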
RAM network inh: inhibitors of the yeast RAM network. S. cerevisiae dse1pr::URA3 reporter, 5-FOA growth OD615, 2 d; analog-sensitive cbk1-as2 kinase mutant strain. inhibition, % at 50 µM. 190,000 compounds, 1.8% hits. AID 868;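 active means inhibition above a set limit, 3 SD over mean compound inhibition, cut at about 8.4% in these data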;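 further: 0% = DMSO-only wells with no growth and 100% = 10 µM 1-NA-PP1 full growth; inhibition rescues growth on 5-FOA so higher OD means more RAM inhibition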
The depositor's hits bear a star; . = no result given; & = joins results of further samples.

SMILES | TR-FRET SRC-2 ct | STAT3 inh | STAT1 blocker | ROMK mod | PPARg SRC2 recr | PPARg SRC-1 ag | TLR4-MyD88 BLA | S1P3 antagonist | PPARg SRC-3 ag | STAT3 activator | RAM network inh
O=C(c1ccccc1C(=O)N1CCN(c2ccccc2F)CC1)N1CCN(c2ccccc2F)CC1 | 1371 | -4 | -2 | 1.5 | -4 | -5 | -4 | -17 | -4 | 107 | 0.4
CCOc1ccc(NC(=O)C(c2ccccn2)N(C(=O)CCl)c2ccc(OCC)cc2)cc1 (configuration not stated) | 1673 | 3 | -24 | -0.18 | -5 | -4 | -6 | -12 | -1 | 101 | -0.9
COc1ccc(NC(=O)CSc2nc3ccccc3c(=O)n2CCCN2CCC(C)CC2)c(OC)c1 | 1577 | 3 | -2 | -0.6 | -1 | -7 | 8 | -5 | 1 | 109 | 0.8
COc1ccc(C2C(C(=O)N3CCN(c4ccccn4)CC3)CC(=O)N2c2ccc(OC)cc2)cc1 (configuration not stated) | 1462 | -6 | 3 | . | 7 | 1 | -16 | . | -5 | 109 | 1.4
O=c1c2cnn(-c3ccccc3Cl)c2ncn1Cc1cccnc1 | 1398 | 4 | 2 | . | -3 | -1 | -3 | -20 | -4 | 102 | 0.6
O=C(/C=C/c1ccc2c(c1)OCO2)N1CCN(c2ccc(Cl)cc2)CC1 | 1694 | 27 | 15 | 0.51 | -4 | -3 | 8 | -5 | 0 | 77 | 1.9
O=C(CCc1nc2ccccc2c(=O)[nH]1)NCc1cccc(Cl)c1 | 1634 | 5 | -8 | 0.63 | 6 | -4 | 5 | . | 13 | 100 | 3.5
CCOC1=NC(C(=O)O)c2ccccc2/C(=C(/C)Cl)N1 (configuration not stated) | 1515 | 13 | 2 | 0.2 | 1 | 1 | -8 | . | -5 | 95 | 1.9
C=CCN1C(=O)C2C(C(=O)NC)C3C=CC2(O3)C1C(=O)NCc1ccc(OC)cc1 (configuration not stated) | 1449 | 1 | 2 | 1.1 | -7 | -5 | 0 | . | -2 | 103 | -0.3
Cc1ccc(C(=O)Nc2cccnc2)cc1NC(=O)c1ccco1 | 1584 | 12 | 5 | . | 1 | 2 | -3 | . | 6 | 96 | 0.7
Cc1ccc(CNC(=O)COc2ccc(S(=O)(=O)NC(C)C)cc2)cc1 | 1604 | 3 | 0 | 0.73 | 5 | 6 | -14 | . | 1 | 103 | 0.3
Cc1cccc(C)c1Nc1nnc(SCC(=O)c2ccc3c(c2)NC(=O)CO3)s1 | 1432 | -11 | 2 | 0.021 | -2 | 1 | 17 | -2 | -2 | 110 | 4.3
COc1ccc(C(=O)NC(=S)N(C)Cc2ccccc2)cc1Br | 1324 | 14 | -3 | 0.15 | -6 | -6 | -12 | -21 | -3 | 91 | 3.0
CNC(=O)/C(C#N)=C/c1c(N2CC(C)OC(C)C2)nc2ccccn2c1=O (configuration not stated) | 1507 | 2 | 0 | 0.051 | -12 | 1 | -23 | -9 | -4 | 97 | 2.9
CCCCN1C(=O)NC2NC(=O)NC21 (configuration not stated) | 1325 | -1 | 2 | 0.82 | -3 | -2 | -9 | . | -5 | 104 | -0.1
Cc1ccc(-n2cnc3scc(-c4cccs4)c3c2=O)cc1 | 1566 | -12 | -2 | -1.1 | 3 | 1 | -3 | . | -1 | 112 | 1.6
O=C(CNS(=O)(=O)c1ccccc1)NCc1ccccn1 | 1341 | -1 | 0 | 0.29 | -5 | -5 | 6 | -6 | 1 | 103 | 2.4
CC1(C)CC(O)(CNCc2ccc3c(c2)OCO3)CCO1 (configuration not stated) | 1496 | -1 | 1 | . | -1 | 1 | 10 | . | 7 | 102 | 1.3
O=C(CC1Sc2ccccc2NC1=O)Nc1cccc(-c2nnc3n2CCCCC3)c1 (configuration not stated) | 1363 | -26 | -14 | 1.4&-0.6 | 0 | -2 | -2 | -5 | -11 | 127 | 1.6
CSc1ncc(Cl)c(C(=O)Nc2nnc(SC/C=C/c3ccccc3)s2)n1 | 1408 | 5 | -2 | -1.2 | 0 | 3 | 4 | . | 2 | 93 | 4.8
CC(=O)N/N=C/c1cc2c(cc1[N+](=O)[O-])OCO2 | 1367 | 8 | -6 | 0.42 | -7 | 6 | -8 | -1 | 3 | 100 | 1.0
CC[N+]1=C(C)C(C)(C)c2cc(C)ccc21 | 1505 | 15 | 32 | 0.48 | 4 | -6 | 3 | -4 | -2 | 93 | -0.6
O=C(Nc1ccccc1)N1CCOCC1 | 1433 | 10 | 1 | . | -10 | -6 | 6 | . | -8 | 93 | 1.9
Cc1cc(O)ccc1-c1cnc2ccccc2n1 | 1799 | 0 | -9 | 0.066 | -9 | -3 | -6 | . | -5 | 102 | 2.5
COC(=O)NNC(=O)COc1ccc(Cl)cc1 | 1480 | -1 | -1 | 0.27 | -1 | 4 | 5 | . | 4 | 104 | 2.3
Continued.
SMILES | TR-FRET SRC-2 ct | STAT3 inh | STAT1 blocker | ROMK mod | PPARg SRC2 recr | PPARg SRC-1 ag | TLR4-MyD88 BLA | S1P3 antagonist | PPARg SRC-3 ag | STAT3 activator | RAM network inh
CCc1ccc2c(CN3CCN(S(=O)(=O)c4ccc5c(c4)OCCO5)CC3)cc(=O)oc2c1 | 1855 | 8 | 0 | . | 4 | 5 | 5 | -12 | 8 | 100 | 3.7
O=c1cnc2cc([N+](=O)[O-])ccc2[nH]1 | 1223 | -1 | -4 | 1.1 | -6 | -4 | 0 | -15 | -3 | 105 | 0.5
Cc1ccc(N2CCN(C(=O)c3cccc([N+](=O)[O-])c3)CC2)cc1Cl | 1527 | 3 | 9 | -2.1 | -3 | -3 | 23 | 3 | -4 | 101 | 4.4
Cc1ccc(NC2CC(=O)N(c3ccc(N4CCCCC4)cc3)C2=O)cc1 (configuration not stated) | 1429 | 5 | 1 | 0.004 | 1 | 6 | -5 | 8 | 9 | 98 | 1.7
O=C(Nc1cccc(-n2cnnn2)c1)c1ccco1 | 1724 | 17 | -4 | . | 4 | -1 | -10 | -33 | 1 | 94 | 1.5
CCc1ccccc1S(=O)(=O)Cc1ccc(C(=O)N2CCN(c3ccccn3)CC2)o1 | 1489 | 7 | -3 | . | 2 | 4 | 5 | 7 | -4 | 101 | -0.7
O=C(CN1C(=O)c2ccccc2S1(=O)=O)NCCC1=CCCCC1 | 1456 | 7 | 0 | . | -9 | -2 | 0 | . | -12 | 98 | 0.5
O=C(/C=C/c1ccccc1Cl)NNC(=O)c1cccs1 | 1756 | 18 | 0 | 0.41 | 6 | 2 | -4 | -9 | 4 | 87 | 4.6
O=C(N/N=C\c1ccc([N+](=O)[O-])o1)C1COc2ccccc2O1 (configuration not stated) | 1580 | 41 | 0 | -0.83 | 10 | 1 | -11 | -19 | 0 | 68 | 0.4
Cc1ccc(CS(=O)(=O)Cc2ccc(C(=O)NCc3cccnc3)o2)cc1 | 1607 | 10 | 4 | 0.23 | -1 | -2 | 2 | 27 | -13 | 98 | 2.0
CC(=O)c1ccc(N2CCN(C(=S)NCCCN(C)C)CC2)cc1 | 1613 | 2 | 6 | 0.1 | 5 | 6 | 3 | -17 | 1 | 100 | 4.5
COc1ccc(CCNc2nnc(Sc3nnnn3-c3ccccc3)s2)cc1OC | 1497 | 8 | 8 | . | 0 | 13 | 8 | -1 | 0 | 99 | 1.0
CCCC(O)(CCC)C(=O)NN(C(=O)OC)c1ccccc1 | 1640 | 1 | 3 | . | -3 | -6 | 1 | 11 | 4 | 98 | 0.8
CCOC(=O)C1(CCc2ccccc2)CCN(Cc2ccn[nH]2)CC1 | 1574 | -7 | -2 | 0.35 | -3 | -1 | 2 | -5 | 1 | 109 | 2.5
Fc1cccc(CSc2nc3ccncc3[nH]2)c1 | 1474 | -1 | -6 | -0.85 | 9 | -2 | 5 | 10 | 0 | 101 | -0.1
CCOC(=O)n1cc(-c2cnc(CNC(=O)C(C)(c3ccccc3)c3ccccc3)o2)c2ccccc21 | 1921 | -22 | 7 | -0.71 | 28* | 9 | 1 | 2 | -3 | 116 | 1.9
NC(N)=NC(N)=Nc1ccc2ccccc2c1 | 1423 | 15 | -3 | -0.57 | 6 | 5 | -1 | -3 | -2 | 96 | 0.8
CCCCn1c(SCc2ncc(-c3ccccc3)o2)nc2cc(S(N)(=O)=O)ccc21 | 1538 | 34 | 7 | . | 1 | 4 | 6 | 32 | 7 | 77 | 4.8
CCCOc1ccc(C(CC(=O)O)NC(=O)c2ccc3c(c2)OCO3)cc1 (configuration not stated) | 1403 | 4 | -7 | 2.2 | -2 | 2 | 11 | 15 | -16 | 100 | 1.8
Cc1cc(C)c[n+](C(C)C(=O)c2ccc(-c3ccccc3)cc2)c1 (configuration not stated) | 1513 | 22 | 16 | . | 5 | 5 | 10 | 0 | 3 | 82 | 0.1
Cc1ccc(N2C(=O)C3CC(c4ccccc4)=C4C5C=CC(C6C(=O)N(c7ccc(C)cc7)C(=O)C56)C4C3C2=O)cc1 (configuration not stated) | 1565 | -13 | -18 | 0.033 | -13 | 0 | -11 | -9 | -3 | 108 | 5.5

Exported as tab-separated lines: entries from further up
smiles	TR-FRET SRC-2 ct	STAT3 inh	STAT1 blocker	ROMK mod	PPARg SRC2 recr	PPARg SRC-1 ag	TLR4-MyD88 BLA	S1P3 antagonist	PPARg SRC-3 ag	STAT3 activator	RAM network inh
CC(=O)c1ccc(N2CCN(C(=S)NCCCN(C)C)CC2)cc1	1613	2	6	0.1	5	6	3	-17	1	100	4.5
COc1ccc(CCNc2nnc(Sc3nnnn3-c3ccccc3)s2)cc1OC	1497	8	8	.	0	13	8	-1	0	99	1.0
CCCC(O)(CCC)C(=O)NN(C(=O)OC)c1ccccc1	1640	1	3	.	-3	-6	1	11	4	98	0.8
CCOC(=O)C1(CCc2ccccc2)CCN(Cc2ccn[nH]2)CC1	1574	-7	-2	0.35	-3	-1	2	-5	1	109	2.5
Fc1cccc(CSc2nc3ccncc3[nH]2)c1	1474	-1	-6	-0.85	9	-2	5	10	0	101	-0.1
CCOC(=O)n1cc(-c2cnc(CNC(=O)C(C)(c3ccccc3)c3ccccc3)o2)c2ccccc21	1921	-22	7	-0.71	28*	9	1	2	-3	116	1.9
NC(N)=NC(N)=Nc1ccc2ccccc2c1	1423	15	-3	-0.57	6	5	-1	-3	-2	96	0.8
